Assay outcomes from PubChem.
HePTP inh: inhibitors of human HePTP phosphatase, primary screen, biochemical, absorbance, leukemia target. Tyrosine-protein phosphatase non-receptor type 7 (Homo sapiens), P35236. recombinant HePTP phosphatase activity, OD absorbance. inhibition, % at 20 µM. 110,000 tested, 0.64% active; in the data active means inhibition above about 50%;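 further: plate controls were vehicle for no effect and reference inhibitor for full effect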
Target sequence (P35236 whole entry, looked up): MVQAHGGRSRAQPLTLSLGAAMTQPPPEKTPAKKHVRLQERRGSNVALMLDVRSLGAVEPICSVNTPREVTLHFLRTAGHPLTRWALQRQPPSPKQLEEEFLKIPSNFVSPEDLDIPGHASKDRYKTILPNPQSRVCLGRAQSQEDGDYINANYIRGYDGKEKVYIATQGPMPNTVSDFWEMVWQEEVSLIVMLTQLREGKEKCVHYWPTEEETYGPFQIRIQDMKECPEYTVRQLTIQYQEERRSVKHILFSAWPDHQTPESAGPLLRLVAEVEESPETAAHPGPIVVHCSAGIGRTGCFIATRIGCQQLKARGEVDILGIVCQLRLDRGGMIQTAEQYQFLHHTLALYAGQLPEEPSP
BAP1 block: inhibitors of BAP1 deubiquitinase, primary screen, biochemical, Ub-AMC fluorescence, kinetic; recombinant BAP1, Ub-AMC hydrolysis fluorescence kinetic; stronger effect = lower value; AID 436, 2006; activity remaining (% of control), % at 20 µM; 72,000 tested, 0.48% active; Ubiquitin carboxyl-terminal hydrolase BAP1 (Homo sapiens), Q92560;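 active means activity remaining at or below 50% of control, provided the compound also passes the data quality filters; inactive means the rest, including low values that fail the filters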;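 further: 100% = DMSO wells rate and 0% = substrate alone blank rate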
Target sequence (Q92560 whole entry, looked up): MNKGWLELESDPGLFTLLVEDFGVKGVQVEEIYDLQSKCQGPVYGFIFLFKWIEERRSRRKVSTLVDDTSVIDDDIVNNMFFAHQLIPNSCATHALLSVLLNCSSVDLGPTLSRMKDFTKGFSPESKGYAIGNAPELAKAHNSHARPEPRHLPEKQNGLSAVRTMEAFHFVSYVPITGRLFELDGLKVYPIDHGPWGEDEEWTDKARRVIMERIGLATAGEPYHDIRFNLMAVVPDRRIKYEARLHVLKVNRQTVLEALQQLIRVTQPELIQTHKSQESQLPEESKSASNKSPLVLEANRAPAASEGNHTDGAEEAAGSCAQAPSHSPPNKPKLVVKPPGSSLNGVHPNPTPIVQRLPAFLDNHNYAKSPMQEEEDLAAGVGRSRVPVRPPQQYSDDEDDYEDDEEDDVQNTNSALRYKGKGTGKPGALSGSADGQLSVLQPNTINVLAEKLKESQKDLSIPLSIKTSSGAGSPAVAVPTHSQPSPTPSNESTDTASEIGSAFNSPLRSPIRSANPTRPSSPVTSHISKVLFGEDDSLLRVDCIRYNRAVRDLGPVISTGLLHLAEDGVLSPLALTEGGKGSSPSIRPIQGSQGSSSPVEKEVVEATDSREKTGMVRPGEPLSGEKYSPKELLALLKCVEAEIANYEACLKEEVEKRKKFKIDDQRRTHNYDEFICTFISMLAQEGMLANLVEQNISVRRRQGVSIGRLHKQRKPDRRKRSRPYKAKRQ
Starred values were filed as active, the others as inactive; nt = not tested or not shown; & = joins results of further samples.

SMILES | HePTP inh | BAP1 block
CCOc1cc(C=C2C(=O)NC(=S)N(CC)C2=O)ccc1O | 3 | nt
O=C(N1CCC(O)(c2cccnc2)CC1)C12CC3CC(CC(C3)C1)C2 | -7 | 76
Cc1cccc2cc(CN(CCCN3CCOCC3)Cc3nnnn3C(C)(C)C)c(=O)[nH]c12 | 3 | 83
CN(C)CCNC(=O)Cn1nc(-c2ccc(Cl)cc2)ccc1=O | 4 | 104
COc1cc([N+](=O)[O-])cc(/C=C2/C(=O)NC(=O)N(c3cccc(C)c3)C2=O)c1O | -23 | nt
NC(=O)C1(N2CCCCC2)CCN(Cc2ccccc2Cl)CC1 | 8 | 72
CCOP1(=O)C=C(C(C)(C)C)OC1c1ccc(F)cc1 (configuration not stated) | 4 | 90
Fc1ccc2nc3n(c2c1F)CCCCCC3 | -7 | 89
CCCOC(=O)C1=C(C)NC2=C(C(=O)CCC2)C1c1cc(Br)c(O)c(OC)c1 (configuration not stated) | nt | 179
COc1ccc(S(=O)(=O)N2CCC(C(=O)NCCc3ccc4c(c3)OCO4)CC2)cc1 | -4 | 103
O=C(Cc1ccc(Cl)cc1)Nc1ccccc1I | 3 | nt
COc1ccc(C2/C(=C(\O)c3ccc([N+](=O)[O-])cc3)C(=O)C(=O)N2CCCCCC(=O)O)cc1OC (configuration not stated) | 13 | nt
CCOC(=O)CNC(=O)Cn1cnc2c(nnn2-c2ccc(C)cc2)c1=O | -10 | 90
N#Cc1cccc(-n2nnnc2-c2ccccn2)c1 | 7 | 96
Cc1cc(C(F)F)n2nc(C(=O)Nc3ccc(F)cc3F)nc2n1 | -5 | 73
OCCNc1nc(C2CC2)nc2c1nnn2Cc1ccccc1Cl | 7 | 95
COc1cc(OC)c(C(=O)NC2CCCCCC2)cc1OC | 2 | 136
O=C1CC(c2ccccc2)=NN1c1nc2ccccc2s1 | 3 | nt
Cc1ccc(C)c(C(=O)CCC(=O)Nc2cccnc2)c1 | 7 | 84
O=C(c1ccc(Br)cc1)c1coc2ccccc2c1=O | nt | 73
O=C(Nc1ccc(-c2nc3ncccc3o2)cc1)c1ccc(-c2ccc(Cl)cc2Cl)o1 | 23 | nt
Cn1nnc(C(O)CN2CCOCC2)n1 (configuration not stated) | 2 | 96
COc1ccc([N+](=O)[O-])cc1N(CC(O)CN1CCCCC1)S(=O)(=O)c1ccccc1 (configuration not stated) | 4 | nt
COc1ccc(O)c(/C=C2\SC(=S)N(Cc3ccccc3)C2=O)c1 | 11 | nt
CN(C)c1ccc(C(C2=C(O)CC(C)(C)CC2=O)C2C(=O)CC(C)(C)CC2=O)cc1 (configuration not stated) | nt | 89
COc1ccc(COC(=O)C2=C(C)NC3=C(C(=O)CC(C)(C)C3)C2c2cc3c(cc2[N+](=O)[O-])OCO3)cc1 (configuration not stated) | nt | 150
CC(C)CC1NC(=O)N(CC(=O)N2CCN(S(=O)(=O)c3ccc(Cl)cc3)CC2)C1=O (configuration not stated) | 3 | 99
COc1cc2c(cc1OC)C(SC)=NC(C)(C)C2 | -17 | nt
C/C(=C\C(=O)c1ccc(Br)cc1)Nc1ccccc1F | -11 | nt
O=C(O)CCn1c(=O)c2ccccc2c2ccccc2c1=O | -3 | 102
C=CCNS(=O)(=O)c1ccc(C)c([N+](=O)[O-])c1 | -3 | nt
OC(COC1CCCCC1)Cn1cnc2ccccc21 (configuration not stated) | nt | 102
O=C1C=CC(=O)N1c1ccccc1N1C(=O)C=CC1=O | -8 | nt
CSC(=NCCCN1CCOCC1)NS(=O)(=O)c1cccs1 | -1 | nt
Cc1ccc(S(=O)(=O)N2CCCC2C(=O)N2CCCCCC2)cc1 (configuration not stated) | 3 | 153
Cc1oc(-c2ccccc2F)nc1CSCC(=O)NCc1ccc2c(c1)OCO2 | nt | 107
O=C(N1CCOCC1)N1CCN(S(=O)(=O)N2CCCCC2)CC1 | 9 | 73
CCOC(=O)c1ccc(-n2c(C)cc(C=O)c2C)cc1 | 8 | nt
CN1CCN(c2ccc(NC(=O)COc3ccccc3Cl)cc2)CC1 | -11 | 109
CCC(CO)Nc1nc(NCc2ccccc2)c2ncn(C(C)C)c2n1 (configuration not stated) | nt | 94
CCC1=NN(C(=O)c2ccc(Cl)cc2)C(O)(c2ccc(Br)cc2)C1 (configuration not stated) | 4 | nt
Cc1ccc(-c2nc(CS(=O)CC(=O)NC3CCC(C)CC3)c(C)o2)cc1 (configuration not stated) | 3 | 92
Cc1cc(C(=O)Nc2ccccc2C(=O)O)ccc1NC(=O)C(C)(C)C | 7 | nt
COC(=O)c1ccccc1NC(=O)COc1cc(C)ccc1C(C)C | -6 | nt
C/C(=C\C(=O)ONC(=O)c1ccccc1)NCc1ccccc1 | 5 | nt
CSc1nc(C)cc(OCC(=O)n2nc(C)cc2C)n1 | 4 | 99
CCCCOc1ccc(Cl)cc1CSc1nnc(C)n1N | -2 | 86
O=C(COc1ccc2ccccc2c1)OCC(=O)c1ccc(Br)cc1 | nt | 99
Cc1ccccc1OCC(O)CNS(=O)(=O)c1ccccc1C(=O)O (configuration not stated) | 0 | nt
CCOC(=O)c1c(NC(C)=O)sc2cc(C(C)(C)C)ccc12 | 6 | nt

Rewritten with the structure last: part of the list above
| HePTP inh | BAP1 block | canonical_smiles |
| --- | --- | --- |
| -8 | nt | O=C1C=CC(=O)N1c1ccccc1N1C(=O)C=CC1=O |
| -1 | nt | CSC(=NCCCN1CCOCC1)NS(=O)(=O)c1cccs1 |
| 3 | 153 | Cc1ccc(S(=O)(=O)N2CCCC2C(=O)N2CCCCCC2)cc1 (configuration not stated) |
| nt | 107 | Cc1oc(-c2ccccc2F)nc1CSCC(=O)NCc1ccc2c(c1)OCO2 |
| 9 | 73 | O=C(N1CCOCC1)N1CCN(S(=O)(=O)N2CCCCC2)CC1 |
| 8 | nt | CCOC(=O)c1ccc(-n2c(C)cc(C=O)c2C)cc1 |
| -11 | 109 | CN1CCN(c2ccc(NC(=O)COc3ccccc3Cl)cc2)CC1 |
| nt | 94 | CCC(CO)Nc1nc(NCc2ccccc2)c2ncn(C(C)C)c2n1 (configuration not stated) |
| 4 | nt | CCC1=NN(C(=O)c2ccc(Cl)cc2)C(O)(c2ccc(Br)cc2)C1 (configuration not stated) |
| 3 | 92 | Cc1ccc(-c2nc(CS(=O)CC(=O)NC3CCC(C)CC3)c(C)o2)cc1 (configuration not stated) |
| 7 | nt | Cc1cc(C(=O)Nc2ccccc2C(=O)O)ccc1NC(=O)C(C)(C)C |
| -6 | nt | COC(=O)c1ccccc1NC(=O)COc1cc(C)ccc1C(C)C |
| 5 | nt | C/C(=C\C(=O)ONC(=O)c1ccccc1)NCc1ccccc1 |
| 4 | 99 | CSc1nc(C)cc(OCC(=O)n2nc(C)cc2C)n1 |
| -2 | 86 | CCCCOc1ccc(Cl)cc1CSc1nnc(C)n1N |

New compounds follow:
SMILES | HePTP inh | BAP1 block
O=C(Nc1cccc(Br)c1)Nc1ccc2nccnc2c1 | 7 | nt
CC(=O)c1ccc(NC(=O)c2ccc(Cl)c([N+](=O)[O-])c2)cc1 | 2 | nt
Cc1ccc(N2C(=O)CSC2c2ccc(Cl)cc2)cc1F (configuration not stated) | nt | 75
COc1ccc(NC(=O)c2ocnc2C)cc1OC | -7 | 95
CC(=O)OCC1OC(n2ccc(=O)[nH]c2=O)C(O)C1O (configuration not stated) | 3 | 98
CN(Cc1ccccc1)C(=O)c1cnc2n(c1=O)CCS2 | nt | 110
COc1ccc(Cc2nc(-c3cccs3)no2)cc1OC | -1 | 98
CC[N+](CC)(CC)C/C(N)=N/O | 6 | 77
COc1ccc(C2Nc3ccccc3NC3=C2C(=O)CC(C)(C)C3)cc1OCc1ccccc1 (configuration not stated) | -4 | nt
CCOC(=O)c1[nH]c(=O)[nH]c1CN1CCc2ccccc2C1 | 7 | nt
O=C(Nc1cccc2cccnc12)c1cccnc1 | 1 | 118
C=C(C)C(C)(C#CCN1CCOCC1)OC(C)=O (configuration not stated) | -1 | nt
CCOC(=O)C(C)Oc1cccc2c1ccc1c(-c3ccccc3)cc(=O)oc12 (configuration not stated) | 10 | nt
COC(=O)c1sccc1NC(=O)CSc1nnnn1-c1ccccc1F | 0 | nt
COc1ccc(OC)c(S(=O)(=O)NCCO)c1 | 7 | 127
CC12CC3CC(C)(C1)CC(C(=O)Nc1nn[nH]n1)(C3)C2 | 4 | 92
C=C(C)COc1ccc2oc(C)c(C(=O)OCCOC)c2c1 | -9&4 | 136
CCCCNC(=O)CC(=O)Nc1ccccc1C(=O)O | 5 | 107
O=c1c2c(nc3cc(-c4ccc(Cl)cc4)[nH]n13)CCCC2 | -2 | nt
CC1C(C#N)=C(N)OC2=C1C(=O)CCC2 (configuration not stated) | 13 | 118

Arranged by heavy-atom count (high to low): some entries from above
SMILES | HePTP inh | BAP1 block
C=C(C)COc1ccc2oc(C)c(C(=O)OCCOC)c2c1 | -9&4 | 136
O=C(Nc1cccc2cccnc12)c1cccnc1 | 1 | 118
C=C(C)C(C)(C#CCN1CCOCC1)OC(C)=O (configuration not stated) | -1 | nt

Continued:
SMILES | HePTP inh | BAP1 block
CC(=O)N1CCCc2cc(S(=O)(=O)NCCC3=CCCCC3)ccc21 | -2 | 94
CCCC(=O)N1CC2(CCC)CN(C(=O)CCC)CC(CCC)(C1)C2=O | -5 | 80
O=C(/C=C/c1cccs1)N1CCN(Cc2ccccc2)CC1 | -13 | nt
O=S1(=O)N=C(N2CCCc3ccccc32)c2ccccc21 | 2 | 90
O=C1CC(N2CCN(C/C=C/c3ccccc3)CC2)C(=O)N1c1ccc(Cl)c(Cl)c1 (configuration not stated) | 10 | nt
CCOC(=O)C1(CC)NC(c2ccc(N(C)C)cc2)C2C(=O)N(C)C(=O)C21 (configuration not stated) | 5 | 94
Cn1cc(S(=O)(=O)NCc2ccco2)c(=O)n(C)c1=O | 4 | 99
Cn1c(=O)cc(SCC(=O)N2CCN(c3ccccn3)CC2)c2ccccc21 | -13 | 102
O=c1cc(N2CCOCC2)c2ccccc2s1 | -5 | nt
Fc1cccc(Cl)c1Cn1nnc2c(-n3ccnc3)ncnc21 | 11 | 101
Cc1cc(NC(=O)CSc2nc3ccccc3n2CC(=O)N2CC(C)CC(C)C2)no1 (configuration not stated) | 2 | 99
O=C1/C(=C\c2cccs2)SC(=S)N1CCC(=O)N1CCCc2ccccc21 | -7 | nt
CCOC(=O)c1cc(C)sc1NC(=O)c1sc2cc(F)ccc2c1Cl | 0 | nt
NS(=O)(=O)c1ccc(NC(=O)c2c(Cl)cccc2Cl)cc1 | 104* | nt
CCc1ccc(NC(=O)CSc2nnc(CNC(=O)c3c(F)cccc3Cl)o2)cc1 | 8 | 97
COc1ccc(C)cc1NC(=O)c1cccc(I)c1 | -1 | nt
CCn1ccnc1C(O)c1ccc(OC)c(OC)c1 (configuration not stated) | 0 | nt
O=C(Oc1oc(-c2ccco2)nc1C=Nc1ccccc1)c1ccoc1 | 6 | 74
CCCOc1ccc(C(=O)c2ccc(F)cc2)cc1OCCC | -1 | nt
C(=Nc1ccc2c(c1)OCCOCCOc1cc(N=Cc3ccccc3)ccc1OCCOCCO2)c1ccccc1 | 0 | nt
O=c1ccn(Cc2ccccc2)c(=O)n1Cc1ccccc1 | 1&5 | 103
Cc1ccc(NC(=O)C(=O)NCc2ccccc2Cl)cc1 | -8 | nt
O=C(OCC(=O)c1c[nH]c2ccccc12)C1=COCCO1 | 10 | 112
COc1ccc(C2C(C(=O)N3CCCC3)CC(=O)N2c2ccc(OC)cc2)cc1 (configuration not stated) | 4 | nt
C=CCn1c(=NC(=O)C2CC2)sc2cc(NC(C)=O)ccc21 | -1 | 77
CCC(=O)N1c2ccccc2NC2=C(C(=O)CC(c3ccccc3)C2)C1c1ccc(F)cc1 (configuration not stated) | 0 | nt
COc1ccc(C2C(C(=O)OC3CCCC3)=C(C)NC3=C2C(=O)CC(C)(C)C3)cc1OC (configuration not stated) | nt | 92
O=C(c1ccc(COc2ccccc2Br)o1)N1CCCCCC1 | 7 | 105
CCC(=O)N1CCc2cc(Br)cc(S(=O)(=O)N3CCN(C(=O)c4ccco4)CC3)c21 | 11 | nt
COc1ccccc1NC(=O)N1CCCC1C(=O)NC12CC3CC(CC(C3)C1)C2 (configuration not stated) | 1 | 99
CN1C2C=C(N(CCc3c[nH]c4ccccc34)C(=O)c3ccccc3)CC1CC2 (configuration not stated) | -15 | nt
COC(=O)c1ccc2c(c1)-c1ccc(C(=O)OC)c3cccc-2c13 | -13 | nt
O=C(O)c1ccc(-n2ncc(Cl)c(Cl)c2=O)cc1 | 5 | nt
O=C1c2ccccc2C(=O)N1CSc1ncccn1 | 11 | 97
Cc1ccccc1C(=O)Nc1ccc(S(=O)(=O)Nc2ncccn2)cc1 | 4 | 190
CCOC(=O)C1=C(N)OC2=C(C(=O)CCC2)C1c1ccc(C)s1 (configuration not stated) | 1 | 91
COc1ccc(OC)c(/C=C/C(=O)c2c(-c3ccccc3)c3cc(Br)ccc3[nH]c2=O)c1 | -4 | nt
O=C(Nc1ccc(Cl)cn1)c1ccc(-c2cccc(Cl)c2)o1 | 1 | nt
CCOC(=O)C1C2C(=O)N(c3ccc(C)cc3C)C(=O)C12 (configuration not stated) | -2 | nt
CCOC(=O)c1ccc2[nH]c(C)c(C)c2c1 | -8 | nt
Cc1nn2c(-c3cccc(NC(=O)c4ccco4)c3)nnc2c2ccccc12 | nt | 99
Clc1ccc(OCc2cn3ccccc3n2)cc1 | nt | 62
CCNS(=O)(=O)c1ccc(OC)c(C)c1 | 2 | 97
CCOC(=O)CN1CC23C=CC(O2)C(C(=O)Nc2cc(OC)ccc2OC)C3C1=O (configuration not stated) | 3 | 98
COc1ccccc1CC1S/C(=N\N=C\c2cccc([N+](=O)[O-])c2)NC1=O (configuration not stated) | -7 | nt
O=C(NCc1cccnc1)/C(=C/c1ccc(-c2cccc(Cl)c2)o1)NC(=O)c1ccccc1 | 9 | nt
Cc1ccc(CNC(=O)c2cccc(OCc3c(C)noc3C)c2)cc1 | 9 | 95
